GAA spleen mod – inhibitors or activators of human alpha-glucosidase in spleen homogenate | human spleen homogenate, 4-MU-alpha-glucoside fluorescence | Potency, µM (doses to about 79.9 µM), for the others: at the highest dose activity change, negative = inhibition, usual class: inhibitors | 0.006% of 240,000 active;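 further: 0% = enzyme with vehicle and -100% = no enzyme basal signal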
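Human spleen homogenate (1 ug) with 4-methylumbelliferyl-alpha-D-glucopyranoside (1 mM final) in 50 mM citrate/phosphate pH 5.0, 0.01% Tween-20; 40 min at 37 C. Stopped at pH 10; 4-MU fluorescence Ex 365/Em 440 nm; AC50 by Hill fit.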
aGal spleen mod – alpha-galactosidase A (human) modulation; P06280; human spleen homogenate, 4MU-alpha-Gal fluorescence, 40 min; Potency, µM (doses to about 80 µM), without a hit: at the highest dose activity change, negative = inhibition, hits mostly inhibitors; 0.008% of 240,000 active;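 further: 0% = enzyme with vehicle and -100% = no enzyme basal signal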
Target sequence (P06280 32-429 limits assumed): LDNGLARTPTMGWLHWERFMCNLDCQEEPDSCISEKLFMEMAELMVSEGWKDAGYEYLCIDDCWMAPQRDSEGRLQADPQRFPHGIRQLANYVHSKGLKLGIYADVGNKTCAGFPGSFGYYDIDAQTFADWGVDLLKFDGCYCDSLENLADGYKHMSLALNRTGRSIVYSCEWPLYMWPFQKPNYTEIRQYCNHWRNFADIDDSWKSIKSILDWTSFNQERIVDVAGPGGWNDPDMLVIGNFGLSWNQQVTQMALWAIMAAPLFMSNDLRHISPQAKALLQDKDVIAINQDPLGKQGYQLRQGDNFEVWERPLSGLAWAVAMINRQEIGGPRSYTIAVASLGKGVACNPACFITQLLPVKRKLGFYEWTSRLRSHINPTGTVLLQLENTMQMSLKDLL
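qHTS titration in buffer at pH 5.0. Alpha-galactosidase activity in spleen homogenate was measured via 4-methylumbelliferone release from 1 mM fluorogenic substrate after 40 min at 37C and a pH 10 stop. AC50 came from Hill fits of control-normalized data.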
NPSR antag – antagonists of human neuropeptide S receptor cAMP signaling; CHO-NPSR cells, cAMP TR-FRET, antagonist mode; AID 1461; 1% of 220,000 active; Q6W5P4; Potency, µM (series often up to 38.3 µM), without a hit: top-dose activity change, negative = inhibition, usual class: inhibitors; further: on the % scale 0 is the no-effect control and ±100 the full control effect; nearly all actives have a fitted effect of over 50% in size; many of its hits are not listed in these tables
Target sequence (Q6W5P4 whole entry, looked up): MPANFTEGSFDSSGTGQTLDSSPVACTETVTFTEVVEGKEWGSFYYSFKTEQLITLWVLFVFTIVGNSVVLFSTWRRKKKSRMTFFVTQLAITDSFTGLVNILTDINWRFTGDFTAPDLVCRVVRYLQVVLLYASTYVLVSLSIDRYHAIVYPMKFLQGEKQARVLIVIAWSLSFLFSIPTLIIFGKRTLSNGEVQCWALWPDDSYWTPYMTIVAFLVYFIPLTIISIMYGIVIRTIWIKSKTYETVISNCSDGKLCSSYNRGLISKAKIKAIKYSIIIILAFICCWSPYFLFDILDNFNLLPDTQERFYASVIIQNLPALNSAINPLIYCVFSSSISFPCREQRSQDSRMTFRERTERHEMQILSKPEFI
ALDH1A1 inh – ALDH1A1 (human) enzyme inhibition | AID 1030 | P00352 | 7.3% of 220,000 active | Purified ALDH1A1, NADH fluorescence, propionaldehyde substrate | Potency, µM (doses to about 75.3 µM), for inactives: at the top dose activity, negative = inhibition, usual class: inhibitors; active means well fitted inhibition curve with a large enough effect, not every such curve was filed as active; inconclusive means small, poorly fitted or top-dose-only effect, or another doubt; inactive means no such curve, though single readings can be large or run the other way;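 further: plate controls were no enzyme wells and a reference inhibitor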
Tau fluor cs – counter-screen for tau fibril formation inhibitors; 0.93% of 280,000 active; tau K18 P301L Alexa594 fluorescence, heparin fibrillization; Potency, µM (top dose mostly 57.7 µM), for inactives: at the top dose activity change, negative = decrease; further: on the % scale 0 is the no-effect control and ±100 the full control effect; nearly all actives have a fitted effect of over 55% in size
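Human tau K18 P301L (15 uM unlabeled, 0.24 uM Alexa 594-labeled) in 100 mM sodium acetate pH 7 with 20 uM heparin, 6 hr at 37 C. ThT 30 uM added, 1 hr ambient; Alexa 594 FP and total fluorescence read at 555/632 nm.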
GAA glycogen – inhibitors or activators of human alpha-glucosidase glycogen cleavage | P10253 | recombinant GAA, glycogen substrate, Amplex Red glucose oxidase fluorescence | Potency, µM (titrated, usually from 76.4 µM), for inactives: top-dose activity change, negative = inhibition, actives largely listed as inhibitors | 0.38% of 300,000 active | AID 2100;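 further: 0% = full enzyme reaction and -100% = no-enzyme basal signal; the screen sought inhibitors and activators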
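Natural-substrate format: glycogen cleavage by 4 nM human enzyme, glucose read by Amplex Red coupling (Ex 573, Em 610 nm). Normalized to enzyme and no-enzyme controls.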
GAA inhib – blocks human lysosomal alpha-glucosidase. P10253. purified human GAA, 4-MU-alpha-glucoside fluorescence. Potency, µM (titrated, usually from 76.9 µM), for the others: top-dose activity change, negative = inhibition, hits mostly inhibitors. 0.005% of 200,000 active. AID 1466;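 further: plate controls were uninhibited enzyme wells for no effect and no-enzyme background for full effect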
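Read-out is 4-methylumbelliferone fluorescence (Ex 365/Em 440 nm) after NaOH/glycine stop at pH 10. Enzyme 4 nM, substrate 400 uM, pH 5.0 citrate buffer, 20 min room temperature; AC50 from Hill-equation concentration-response.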
Epigenetic reg – epigenetic control regulation, reporter derepression | murine LDR cells, GFP reporter derepression, 30 h | 0.2% of 280,000 active | Potency, µM (titrated, usually from 53.9 µM), without a hit: at the highest dose GFP activation, hits mostly activators | AID 1865; further: % of control where 0% means no effect; nearly all actives have a fitted effect of over 60% in size
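Derepression of a silenced CMV-GFP reporter in murine LDR cells is scored by enumerating GFP-positive cells with a laser-scanning microplate cytometer after 30 hours of treatment at 37 C.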
Active calls of the source: *; ? = inconclusive; . = no result given; [ ] = dose if it differs, or a comment. Unless noted, the call rests on the fitted dose curve; in most records, active means well fitted curve in the direction sought with a large enough effect; inconclusive means small, poorly fitted or top-dose-only effect, or another doubt; inactive means no such curve, though single readings can be large; an effect the other way counts as inactive or inconclusive. Potency means the concentration at half of the fitted maximal effect.

nr	Structure	GAA spleen mod	aGal spleen mod	NPSR antag	ALDH1A1 inh	Tau fluor cs	GAA glycogen	GAA inhib	Epigenetic reg
1	Cc1cc(NC(=O)C2CC(c3ccc(F)cc3)=NO2)n(-c2ccccc2)n1 (stereo unspecified)	-3%	-3%	-8%[46.1 µM]	2%	-9%	7%	-5%	-7.2%
2	CCCCCC(=O)NCc1c(C(F)(F)F)nn(C)c1N1CCOCC1	0%	0%	0%	-4%	4%	-15%	-9%	-1.7%
3	CC(C)(C)[C@H]1C=C(C(N)=O)O[C@@H](OCCCCO)C1	6%	14%	14%	.	-2%	3%	.	1.1%
4	O=C(/C=C/c1ccco1)Nc1cccnc1Cl	-9%	-3%	14%[7.67 µM]	.	-18%	7%	.	5.5%
5	COc1ccc(C2C(C(C)=O)=C(O)C(=O)N2c2ccc(Br)cn2)cc1 (stereo unspecified)	-10%	1%	?	-15%	-18%	19%	7%	-1.1%
6	Cc1c(O)nc(SCC(=O)Nc2ccc3c4c(cccc24)CC3)n(-c2ccccc2)c1=O	-17%	-4%	1%	?	-2%	-5%	1%	1.1%
7	N#Cc1ccc2ccn(CC(=O)N3CCCc4ccccc43)c2c1	13%	6%	-3%[46.1 µM]	?	-15%	-10%	-6%	1.1%
8	CSc1ccc(NC(=O)N2CCN(c3nc4ccccc4s3)CC2)cc1	-3%	-1%	-3%[46.1 µM]	?	-30%	1%	2%	3.1%
9	COc1ccc(C(=O)Nc2ccc(OC)c(OC)c2)cc1	-6%	-3%	-8%[46.1 µM]	?	-6%	8%	-5%	0.0%
10	CC(C)[C@H](NC(=O)c1ccco1)C(=O)OCC(=O)N1CC(=O)Nc2ccccc21	-1%	2%	19%	14µM*	-9%	5%	4%	0.0%
11	CCOC(=O)c1sc2ccccc2c1OC(=O)c1ccccc1	-2%	5%	-16%[46.1 µM]	?	-14%	-17%	10%	0.1%
12	O=S1(=O)CCN(Cc2ccccc2Cl)CC1	0%	4%	7%[46.1 µM]	7%	-1%	16%	-5%	0.0%
13	O=C(N/N=C\c1c(O)ccc2ccccc12)c1ccc(S(=O)(=O)N2CCCCC2)cc1	-7%	-12%	1%	16%	?	-12%	-33%	1.5%
14	Cc1ccc(CSCCNC(=O)/C=C/c2ccccc2Cl)cc1	-2%	-3%	-23%[46.1 µM]	4.5µM*	-30%	0%	-9%	-4.0%
15	Cc1nc(-c2ccccc2)cs1	-1%	3%	-6%[46.1 µM]	7%	-9%	2%	-6%	-0.8%
16	O=C(NCC1CCCO1)c1ccc2c(c1)OCO2 (stereo unspecified)	-9%	-2%	-7%[46.1 µM]	0%	11%	12%	2%	-1.2%
17	Cc1nc(Nc2ccc(S(=O)(=O)N3CCCCC3C)cc2)c2nnn(Cc3ccccc3)c2n1 (stereo unspecified)	4%	1%	-55%	?	-28%	-9%	-6%	0.0%
18	O=C(Nc1ccc(C2=NCCN2)cc1)c1ccc(C(=O)Nc2ccc(C3=NCCN3)cc2)c([N+](=O)[O-])c1	4%	4%	9%	.	?	-8%	.	-1.1%
19	COc1cccc(C2CC(C(F)(F)F)n3ncc(C(=O)NCc4ccco4)c3N2)c1 (stereo unspecified)	-1%	-9%	-12%[46.1 µM]	-3%	-10%	2%	-2%	-1.0%
20	Clc1ccc(N2CCN(/N=C/c3ccncc3)CC2)cc1	0%	-18%	-7%	1%	-9%	3%	8%[15.4 µM]	1.6%
21	CCCc1nn(C)c2c1C(c1cccnc1)C(C#N)=C(N)O2 (stereo unspecified)	-4%	-5%	-16%[46.1 µM]	11%	6%	-15%	0%	-3.2%
22	CCOc1ccc(CN2CCN(C3CCSCC3)CC2CCO)cc1 (stereo unspecified)	0%	-1%	-6%	7%	-15%	14%	-11%	-0.6%
23	C=CCn1cnc2c(nnn2-c2ccc(C)c(C)c2)c1=O	-3%	-17%	-12%	?	0%	4%	0%	2.3%
24	O=C(CSC1=NCCN1)NC12CC3CC(CC(C3)C1)C2	0%	1%	-3%[46.1 µM]	?	5%	-1%	4%	8.1%
25	COC(=O)Cn1cc(C(=O)C2CC2)c2ccccc21	-7%	-8%	5%[46.1 µM]	10%	9%	0%	1%	0.0%

Single entries from the results shown.
Under Epigenetic reg, #14 has -4.0%
Under GAA spleen mod, #4 has -9%

(continued)
nr	Structure	GAA spleen mod	aGal spleen mod	NPSR antag	ALDH1A1 inh	Tau fluor cs	GAA glycogen	GAA inhib	Epigenetic reg
26	OCCCc1cn(-c2ccccc2)c2ccccc12	-1%	-1%	28%	-4%	-8%[2.34 µM]	5%	?	0.0%
27	Cn1c(=O)c2c(nc(N3CCNCC3)n2Cc2ccccc2Cl)n(C)c1=O	-1%	-1%	4%	-6%	-11%	-4%	-8%	0.0%
28	O=C(NCn1cnccc1=O)c1ccccc1	-7%	-13%	-4%[46.1 µM]	?	-6%	1%	5%	-2.0%
29	CN1CCN(S(=O)(=O)c2ccc(-c3ccc(S(=O)(=O)N4CCN(C)CC4)cc3)cc2)CC1	-3%	-2%	-8%[46.1 µM]	9%	-1%	-1%	-3%	-10%
30	Cn1c(=O)c2ncn(CC(=O)Nc3ccc(N4CCOCC4)cc3)c2n(C)c1=O	0%	1%	-19%[46.1 µM]	9%	-3%	2%	-7%	0.5%
31	CC(C)OC(=O)CSc1nc2ncccc2[nH]1	2%	6%	-14%[7.67 µM]	2%	-2%	-1%	-1%	1.5%
32	NNC(=O)c1ccc(COc2ccc3c(c2)CCC3)cc1	0%	4%	31%	7.9µM*	-25%	-11%	-3%	-1.0%
33	Cc1cc(C(=O)N2CCN(c3ncccn3)CC2)c2cc(F)ccc2n1	2%	0%	-22%[46.1 µM]	2%	-2%	6%	-7%	-1.6%
34	CCOC(=O)c1ccc(NC(=O)CSc2nc(SC)ns2)cc1	2%	8%	?	-5%	?	2%	-5%	-0.7%
35	Cc1csc(NC(=O)CSc2nnc(-c3ccncc3)n2C)n1	-17%	5%	-6%[46.1 µM]	6%	-10%	-2%	2%	0.9%
36	COc1cccc(-c2nc(CSCC(=O)N3CCc4ccccc43)c(C)o2)c1	-1%	5%	-28%[46.1 µM]	?	-10%	-12%	?	-5.8%
37	O=C1[C@H]2O[C@@H]2[C@@H](O)[C@H]2[C@H]1CCn1c(=O)n(Cc3cc4c(cc3Cl)OCO4)c(=O)n12	6%[17.4 µM]	-8%[17.5 µM]	.	-3%[13.5 µM]	-10%[11.6 µM]	.	.	0.8%[10.1 µM]
38	C=CCN=C(NC#N)SCC(=O)c1cccc(OC)c1	-6%	-5%	-20%[46.1 µM]	-15%	-20%	-3%	?	0.0%
39	O=C(Cn1cc(CCO)nn1)N1CCNCC1	2%	2%	-33%	-3%	0%	3%	.	-1.5%
40	O=C(NN1C(=O)/C(=C/c2ccc(O)c([N+](=O)[O-])c2)SC1=S)c1ccccc1Cl	-20%	7%	6.3µM*	?	?	6%	-3%	3.7%
41	O=C(Cn1cncn1)NCc1ccc(Cl)cc1	0%	-3%	23%	-3%	-6%	-6%	10%	0.0%
42	CCOc1c2ccc(C(=O)NCc3ccc(C)cc3)cc2nn1CC	8%	24%	-3%[46.1 µM]	?	-5%	-3%	8%	-2.3%
43	CC1(C)CC(=O)C2=C(C1)N(CCN1CCOCC1)C1=C(C(=O)CC(C)(C)C1)C2c1ccc(Cl)c([N+](=O)[O-])c1	-2%	1%	-36%	7%	2%	-4%	3%	0.8%
44	O=C(NCc1nnc(SCC(=O)N2CCOCC2)o1)c1cccs1	-7%	-4%	23%	2%	-4%	-8%	8%	3.2%
45	Cc1ccc(S(=O)(=O)NC(=O)Nc2ccccc2)cc1	-1%	5%	-10%	8%	-1%	-2%	-2%	-2.9%
46	C/C(=N/NC(=O)c1cccs1)c1cccc(NC(=O)C2CC2)c1	0%	2%	-6%[46.1 µM]	-2%	-8%	4%	0%	-1.6%
47	Cc1ccc(NC(=O)CCC(=O)NNS(=O)(=O)c2ccccc2)c(C)c1	-3%	-1%	-4%[46.1 µM]	13%	1%	-4%	-2%	-1.2%
48	CCCNC(=O)COC(=O)/C(C#N)=C/c1cc(C)n(CCC)c1C	.	-1%	5%	-17%	-9%	4%	11%	3.4%
49	CC(=O)Nc1cccc(NC(=O)CSc2ccc(C(F)(F)F)cc2[N+](=O)[O-])c1	3%	17%	4%[46.1 µM]	?	-3%	-8%	-11%	-1.1%
50	O=C(Nc1ccc(Cl)c(Cl)c1)c1cccc(S(=O)(=O)NCc2cccnc2)c1	-5%	-4%	2%	-8%	?	9%	1%	0.0%
51	Cc1ccc(NC(=O)C2CCN(S(=O)(=O)c3cnc[nH]3)CC2)cc1C	-9%	2%	12%	19%	-5%	2%	2%	3.1%
52	Cc1cc(C)c2nncn2n1	-6%	-6%	13%	.	?	4%	.	-5.9%
53	O=C(Nc1ccccc1)c1cccc(S(=O)(=O)Oc2ccc([N+](=O)[O-])cc2)c1	-11%	11%	-7%	-11%	?	-4%	-12%	-1.9%
54	CC(=O)NCCC(Cc1ccccc1)c1ccco1 (stereo unspecified)	-1%	-4%	0%[46.1 µM]	-6%	0%	-10%	5%	-0.8%
55	N#CC1=C(N)Oc2cc(N)ccc2C1c1ccsc1 (stereo unspecified)	-5%	0%	13%	7%	-9%	3%	2%	-1.9%
56	Cc1ccc2nc(-c3ccc(NS(=O)(=O)c4ccc(F)c(F)c4)cc3)sc2c1	-1%	6%	-19%	?	10µM*[quencher]	-12%	?	?
57	O=C(NCc1ccco1)c1ccc(Cn2c(=O)c3sccc3n(Cc3ccc(F)cc3)c2=O)cc1	-5%	1%	-14%[46.1 µM]	7%	-22%	-3%	-4%[15.4 µM]	0.8%
58	O=C(COC(=O)COc1ccc2ccccc2c1)Nc1cc(C(F)(F)F)ccc1N1CCOCC1	-21%	-8%	5%	-2%	-23%	-10%	-3%	1.0%
59	Cc1c(Cl)c([N+](=O)[O-])nn1CCCC(=O)Nc1cccnc1	-8%	0%	6%	?	-3%	17%	5%	-1.5%
60	CC(=O)N[C@@H](CC(C)C)C(=O)O	12%[29.1 µM]	6%[29.1 µM]	.	26%[20.9 µM]	.	.	.	-0.3%[16.9 µM]
61	COc1cc(/C=C2\C(=N)N3N=CSC3=NC2=O)cc(Br)c1OC(=O)c1ccco1	-8%	-3%	-35%	?	-6%	-5%	1%	1.1%

These rows are one share of the data; rates above refer to the full screens.
